CaV13 ICDI inh: Primary screen for inhibitors of IQ motif and Ca2+-dependent inactivation inhibitor domain binding in CACNA1D, Förster resonance energy transfer in living cells, …; inhibition, % at 12.3 µM; 340,000 tested, 0.098% active; HEK cells, CFP/YFP FRET ICDI-IQ, plate reader, 10 min; percent FRET-ratio fall versus neutral wells;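 active = mean replicate inhibition of at least 30% and at least 1% of replicates passing that level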;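 also: 0% = median of the neutral control wells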
PDI turbidity: inhibitors of human PDI, primary screen, biochemical, turbidity, single point, plate reader | inhibition, % at 10 µM | 350,000 tested, 0.052% active | Protein disulfide-isomerase (Homo sapiens), P07237 | PDI insulin aggregation turbidity, A650, 90 min | AID 588391, 2011;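 active = mean inhibition across replicates of 30% or more, whatever share of single replicates reach that level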;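 also: absorbance from insulin aggregation driven by PDI reduction with DTT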
ABCB6 inh MLPCN: ABCB6 transporter inhibitors, primary screen, K562-ABCB6 cells, flow cytometry, MLPCN library | ATP-binding cassette sub-family B member 6 (Homo sapiens), Q9NP58 | K562-ABCB6 porphyrin accumulation, 1 h; active compounds read low | fluorescence ratio to DMSO, % at 10 µM | 360,000 tested, 0.19% active | AID 602162, 2011;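 active = fluorescence ratio to DMSO below 75%, the collection mean minus 3 SD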;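 also: signal is porphyrin accumulated inside mitochondria; 100% equals median channel fluorescence of DMSO control wells; lower ratio means ABCB6 inhibition with less porphyrin fluorescence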
aDG glyco up: activators of alpha-DG glycosylation, primary screen, uHTS, Pro5-aDG cells, AlphaScreen | alpha-DG glycosylation AlphaScreen (IIH6); 0% Pro5, 100% B10-LARGE cell signal | activation, % at 10 µM | 360,000 tested, 0.22% active | AID 624168, 2012;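 active = activation of at least 8% versus controls, or a plate z-score of at least 8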;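 also: Pro5 are CHO cells carrying HIG-tagged alpha-DG that lacks glycosylation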
MC4R antagonist: MC4R antagonists of cAMP signaling, primary screen, cell-based, TR-FRET, antagonist arm of biased-ligand search; Melanocortin receptor 4 (Homo sapiens), P32245; MC4R-expressing cells, MTII-stimulated cAMP, LANCE TR-FRET; inhibition, % at 6.5 µM; 360,000 tested, 0.48% active;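 active = inhibition above its plate's cutoff, the mean of tested wells on that plate plus 3 SD, cut at about 29% in these data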;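 also: 0% = Melanotan II alone and 100% = Melanotan II plus saturating MCL0020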
Target sequence (P32245 whole entry, looked up): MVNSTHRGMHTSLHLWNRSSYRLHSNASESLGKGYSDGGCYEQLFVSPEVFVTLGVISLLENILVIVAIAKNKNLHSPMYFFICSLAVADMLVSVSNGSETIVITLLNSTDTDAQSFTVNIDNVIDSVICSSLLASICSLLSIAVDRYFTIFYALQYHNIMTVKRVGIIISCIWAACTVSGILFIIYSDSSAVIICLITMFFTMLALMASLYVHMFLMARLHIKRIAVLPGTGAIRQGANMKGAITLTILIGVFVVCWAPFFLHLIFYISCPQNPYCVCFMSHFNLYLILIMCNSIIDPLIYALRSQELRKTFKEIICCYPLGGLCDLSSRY
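Material – human MC4R-expressing U2OS cells · Repeats – no replicates · Detection – TR-FRET with Eu-cAMP and labeled anti-cAMP, 671 nm · Times – compound 30 min, challenge 1 h, detection 1 h · Compound – single nominal compound dose of 6.5 µM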
m5-HT2A agonist: mouse Htr2a agonists via beta-arrestin recruitment, primary screen, cell-based, luminescence | CHO-K1 mHTR2A beta-arrestin complementation; percent of 30 µM serotonin response | AID 624169, 2012 | activation, % at 7.6 µM | 5-hydroxytryptamine receptor 2A (Mus musculus), P35363 | 360,000 tested, 0.66% active;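 active = activation above a run cutoff, the mean activation of all tested compounds plus 3 SD, cut at about 14% in these data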;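 also: 0% = plate median of compound wells and 100% = 30 µM serotonin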
Target sequence (P35363 whole entry, looked up): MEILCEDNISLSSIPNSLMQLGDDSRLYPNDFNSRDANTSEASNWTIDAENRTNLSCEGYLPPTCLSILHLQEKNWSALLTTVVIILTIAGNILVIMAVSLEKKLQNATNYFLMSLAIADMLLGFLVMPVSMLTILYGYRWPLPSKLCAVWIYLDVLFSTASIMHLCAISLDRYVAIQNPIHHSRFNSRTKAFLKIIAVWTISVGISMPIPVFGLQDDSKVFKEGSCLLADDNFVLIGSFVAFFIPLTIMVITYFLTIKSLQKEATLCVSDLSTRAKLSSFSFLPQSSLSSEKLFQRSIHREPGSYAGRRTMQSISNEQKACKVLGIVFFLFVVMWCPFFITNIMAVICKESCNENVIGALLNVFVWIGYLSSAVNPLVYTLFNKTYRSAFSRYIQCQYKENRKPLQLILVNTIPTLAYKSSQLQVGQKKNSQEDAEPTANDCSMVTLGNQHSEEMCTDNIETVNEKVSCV
N-glyco inh: increase of ERlucT glycosylation luciferase signal, primary screen, N-linked glycosylation inhibitor project, D54 ERlucT cells, luminescence, set 2 | D54 ERlucT glycosylation luciferase reporter, 24 h; percent of 100 nM tunicamycin response | reporter increase, % at 12.5 µM | 360,000 tested, 0.23% active | AID 588692, 2011;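 active = mean luciferase reporter signal, scaled so untreated is 0 and the glycosylation-blocking control 100, at or above a set limit in every replicate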;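 also: luciferase carries N-glycosylation sites so blocking glycosylation raises the light; 0% = median of neutral control wells and 100% = median of 100 nM tunicamycin wells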
Vif inh: HIV Vif self-association inhibitors, primary screen, imaging, HEK293T, single point; HEK293T cells, Vif self-association by quenched fluorescence, 24 h; inhibition, % at 7.49 µM; 340,000 tested, 0.35% active; AID 602346, 2012; in the data active = inhibition above about 50%, passing the limit was not always enough; also: some results filed as inactive read as strong as hits
H9c2 protect: cardioprotection against H2O2-induced cell death, primary screen, uHTS, H9c2 cells, ATPLite luminescence | H9c2 cardiomyocytes, H2O2 injury protection, 2 h | protection from H2O2 cell death, % at 20 µM | 360,000 tested, 0.63% active;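 active = compounds giving at least 50% protection of heart cells from peroxide-induced death in the single-dose screen, raw or plate-pattern-corrected value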;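 also: 0% = DMSO wells with peroxide and 100% = DMSO wells without peroxide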
MC4R barr agon: MC4R agonists recruiting beta-arrestin, primary screen, cell-based, luminescence, agonist arm of biased-ligand search; U2OS MC4R beta-arrestin complementation; percent of melanotan II response, DMSO zero; activation, % at 8.9 µM; 360,000 tested, 0.98% active; Melanocortin receptor 4 (Homo sapiens), P32245;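 active = activation above a per-plate cutoff, the mean activation of sample wells on that plate plus 3 SD, cut at about 8% in these data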
* hit, by the source's call; x = not tested or not shown.

SMILES	CaV13 ICDI inh	PDI turbidity	ABCB6 inh MLPCN	aDG glyco up	MC4R antagonist	m5-HT2A agonist	N-glyco inh	Vif inh	H9c2 protect	MC4R barr agon
COc1ccc(/C(O)=C/C(=O)C(=O)Nc2c(C)n(C)n(-c3ccccc3)c2=O)cc1	-5	18	101	-0.1	-2	0	2	8	2	-2.0
COc1ccc(-c2nc3ncccc3n2O)cc1	-4	-14	93	0.0	5	-2	3	3	-4	2.3
CCN(CCn1cccn1)C(=O)c1cc(COc2c(F)cccc2F)on1	-4	9	103	-0.1	-6	2	0	0	5	0.3
CCOC(=O)c1nnn(-c2nonc2N)c1CSc1ccc(C)cc1	-2	0	95	-0.3	8	2	-2	-6	-1	2.3
O=C(c1c[nH]c2ccccc2c1=O)N1CCCCCC1	-6	6	92	-0.1	7	0	0	-4	0	-2.3
CC12CCC(=O)C=C1CCC1C2C(O)CC2(C)C1CCC2(O)C(=O)COC(=O)CCC1CCCC1 (stereo unspecified)	x	x	100	0.0	-6	-5	3	12	0	2.0
CN(Cc1ccccc1)S(=O)(=O)c1cccc2nsnc12	-2	0	99	0.6	-2	2	2	-4	6	-0.2
Cc1ccc(-c2noc(-c3ccccc3C(=O)N3CCOCC3)n2)cc1	-8	-3	100	0.1	4	-2	-1	x	4	-1.6
Cc1ccc(CSCC(=O)NCc2ccc(F)cc2)cc1	-3	-5	98	-0.1	-7	-6	-1	1	3	-2.9
COCCN(Cc1ccccc1)C(=S)Nc1ccc(Cl)cc1	-6	2	104	0.6	2	-6	-7	-8	-19	-1.9
O=C(Cn1ncc2c3ccccc3n(Cc3ccccc3F)c2c1=O)NCCN1CCOCC1	-3	10	103	0.2	-1	0	1	-3	12	-0.3
COc1cc(OC)cc(C(=O)NN(CCC#N)C2=NS(=O)(=O)c3ccccc32)c1	-20	1	96	0.0	2	-1	-2	0	4	0.1
O=C(c1c(F)cccc1F)N1CCC(O)(c2cccnc2)CC1	2	1	96	-0.2	7	0	-1	20	20	-0.9
COc1ccccc1-c1cnc(C(O)c2ccc(Cl)cc2)[nH]1 (stereo unspecified)	-11	9	89	0.2	7	5	2	-17	-5	0.5
CCOC(=O)c1c(CN(C)C)n(-c2ccc(C)cc2)c2cc(Br)c(O)cc12	-8	49*	100	0.6	5	-8	-2	-4	8	2.1
O=C(O/N=C1/CCSc2ccccc21)c1ccccc1	-6	-3	97	-0.1	4	6	1	1	-26	-1.9
CC(C)NC(=O)C1(S(=O)(=O)c2ccccc2)CC=CC1	-8	2	89	0.0	3	0	3	8	-5	-1.2
COc1ccc(OC)c(CNn2c(-c3ccccc3F)nc3ccccc3c2=O)c1	-4	17	100	-0.5	4	1	-3	6	12	-0.4
CCn1cc(CNCc2ccc(OCC(O)CN(C)Cc3ccccc3)cc2)cn1 (stereo unspecified)	x	-6	104	1.5	-3	-2	0	11	-2	-0.8
COc1ccccc1N1CC(C(=O)Nc2cccc(C(=O)O)c2)CC1=O (stereo unspecified)	x	-6	105	-0.2	1	2	1	-15	4	-1.3
CN(C(=O)c1ccc(NC(=O)C2CCCN(C(=O)OC(C)(C)C)C2)cc1)C1CC1 (stereo unspecified)	-5	0	97	0.0	2	5	0	-12	3	-1.3
N#CC1(c2ccccc2)CCCN1C(=O)c1ccco1 (stereo unspecified)	-5	-8	78	0.0	1	1	2	45	0	-2.4
COc1ccc(C2c3[nH]c4ccccc4c3C[C@H]3C(=O)N(C4CCN(Cc5ccccc5)CC4)CC(=O)N23)c(OC)c1 (stereo partly specified)	-4	-2	97	1.0	17	-9	-4	-7	6	0.1
Cc1nc(N)[nH]c(=O)c1CCC(=O)OCC(C)C	-4	-4	93	-0.4	9	5	0	0	3	-0.7
Cc1occc1-c1n[nH]c(=S)n1C	-6	-5	92	-0.1	3	7	3	4	-6	-1.9
Cc1nc(-c2ccccc2)sc1C(=O)O	-6	1	93	0.2	11	3	1	-4	-1	0.9
COC(=O)c1ccc(-c2ccco2)n1Cc1cc(C)ccc1C	-4	0	96	-0.3	5	9	-2	-2	-5	1.3
CC1=C(C#N)C(c2ccc(O)cc2)C2=C(CCCC2=O)N1 (stereo unspecified)	-5	-1	102	-0.4	-3	1	0	4	-2	-1.0
N#C/C(=C\c1ccc(C#N)cc1)C(=O)N1CCCC1	x	4	96	-0.1	12	1	1	-8	10	0.1
Cc1ccc(CC(=O)NCC(c2ccco2)N(C)C)cc1C (stereo unspecified)	-7	0	103	0.1	8	-6	0	-2	-2	0.8
CC(C)c1ccccc1NC(=O)COC(=O)/C=C/c1cccc([N+](=O)[O-])c1	-7	-10	96	-0.2	-1	2	-1	1	1	1.1
Cc1[nH]c2ccccc2c1C(=O)CNc1nccs1	-6	-13	89	0.4	14	-5	1	x	5	-1.0
O=C(Nc1cccnc1Cl)C1CCCN(c2ncnc3c2nc2n3CCCCC2)C1 (stereo unspecified)	-2	3	98	-0.2	9	6	2	11	-3	1.1
COc1ccc2nc(N3C(=O)C(O)=C(C(=O)c4ccco4)C3c3ccco3)sc2c1 (stereo unspecified)	-6	-5	104	0.4	3	13	2	5	14	0.4
Cc1nn(-c2ccccc2)c(C)c1/C=N/NC(=O)c1ccc(F)cc1	-3	5	98	0.0	22	-7	-3	-14	19	-1.3
CC(=O)N1CCN(c2ncnc3sc(-c4ccccc4)cc23)CC1	-5	-2	91	0.0	10	-1	-2	1	22	-1.2
CCOC(=O)c1cc2c(c(CCO)n1)[C@H](CCO)N(S(=O)C(C)(C)C)C2 (stereo partly specified)	-9	6	98	-0.3	8	-5	3	x	2	-0.3
CC(Sc1nnc2c(n1)C1(C)CCC2C1(C)C)C(=O)Nc1ccccc1 (stereo unspecified)	-7	5	98	0.0	1	0	-2	8	3	0.0
O=C(NCC1CC1)c1cccc2c1C(=O)c1ccc(-c3ccc(OC(F)(F)F)cc3)cc1S2(=O)=O	-7	3	101	-0.1	-4	4	3	3	-10	-0.7
Cc1nn2c(C)c(C(=O)Nc3ccccc3)cnc2c1-c1ccccc1	1	1	105	-0.2	8	-8	0	18	13	4.8
COCCNC(=O)NC(=O)COC(=O)c1cc([N+](=O)[O-])ccc1Sc1nc(C)cs1	-6	0	102	0.1	8	6	0	1	9	-0.2
OCCN=C1CCCc2c1[nH]c1ccc(Br)cc21	x	3	120	0.1	-4	-1	-3	9	-2	2.4
O=C(N/N=C/c1cccnc1)c1cccc(NC(=O)c2ccc(Cl)cc2)c1	x	3	101	-0.1	20	-2	0	-3	-2	2.1
COc1ccccc1-c1nnc2sc(COc3ccc(Cl)cc3)nn12	x	-7	94	2.3	-2	-4	-5	3	-4	0.0
COc1ccc(Cl)cc1C(=O)Nn1c(C)nc2ccccc2c1=O	-5	3	99	0.1	4	1	1	0	1	1.0
Fc1ccc(-c2nc3ccc(Cl)cn3c2Cc2ccccc2)cc1	-12	-5	100	0.1	-5	-5	0	-7	-10	0.6
COC(=O)CCCC(=O)N1CCOCCN(C(=O)CCCC(=O)OC)CCOCC1	-1	1	88	0.0	-5	-2	2	-6	9	-1.7
Cc1cc(=O)n2nc(N3CCCC(C(=O)NCCc4ccc(Cl)cc4)C3)sc2n1 (stereo unspecified)	-4	3	97	0.1	2	-5	7	6	8	-1.5
CCOCCCNC(=O)c1cc2c(=O)[nH]c3ccccc3c2s1	-9	-2	99	0.7	-11	-8	10	6	13	-2.4
CC(=O)c1ccc(OCC(O)CN2CCN(CC(O)COc3ccc(C(C)=O)cc3)CC2)cc1 (stereo unspecified)	x	4	79	0.0	11	-1	0	-8	10	0.2

More records follow:
SMILES	CaV13 ICDI inh	PDI turbidity	ABCB6 inh MLPCN	aDG glyco up	MC4R antagonist	m5-HT2A agonist	N-glyco inh	Vif inh	H9c2 protect	MC4R barr agon
O=C(N/N=C/c1c[nH]c2ccc(Br)cc12)c1ccn(Cc2ccc(Cl)cc2)n1	-2	-3	95	0.4	3	-2	3	-8	24	-0.5
CN(C)CCNC(=S)Nc1ccccc1Cl	-5	2	99	0.2	13	0	1	65*	-2	-3.6
O=C(C1=C[C@H](c2ccc3c(c2)OCO3)C[C@H](OCCCCO)O1)N1CCN(Cc2ccccc2)CC1	-6	0	103	0.1	14	6	-2	-11	-1	0.0
Cc1ccc(CNC(C)c2ccccc2)cc1 (stereo unspecified)	-5	-8	113	0.0	16	0	-3	7	0	1.2
CCn1c(SCC(=O)Nc2cccc(O)c2)nc2c1c(=O)n(C)c(=O)n2C	-3	-41	96	0.0	-17	-4	-1	-7	3	0.9
O=C1C2C3C=CC(C4CC34)C2C(=O)N1/N=C/c1ccc([N+](=O)[O-])s1 (stereo unspecified)	-14	-5	99	-0.3	5	0	1	2	-8	-1.5
O=C(CSc1nc2ccccc2n1Cc1ccc(Cl)cc1)N/N=C/c1ccccc1C(=O)O	-4	-3	102	-0.2	11	-9	-1	9	5	-1.5
Cc1ccc(OCc2cc(C(=O)NCc3cnn(-c4cccc(F)c4)c3)no2)cn1	-5	-1	101	0.5	17	-6	-3	-4	-2	-2.8
Cc1nn(CC(=O)Nc2ccc3c(c2)OCO3)c(C)c1[N+](=O)[O-]	-2	-6	98	-0.1	-1	0	2	-7	-2	-2.9
CCCCN(C(=O)c1ccc(Cl)c([N+](=O)[O-])c1)c1c(N)n(CCC)c(=O)[nH]c1=O	2	2	99	-0.1	18	-3	-3	15	-3	-1.5
Cc1ccccc1OCC(=O)Nc1ccc(N2CCN(C(=O)C(C)C)CC2)c(Cl)c1	-5	13	93	2.6	5	2	-8	13	-20	-1.6
CCn1cc(C(=O)OCC(=O)c2cc(C)n(-c3ccccc3)c2C)c(=O)c2ccc(C)nc21	-5	23	97	0.0	-4	-4	3	-8	-2	-2.3
CC(=O)c1ccc(OCCCC(=O)NCc2nnc3ccccn23)cc1	-3	-2	101	-0.1	1	-1	1	3	21	-0.1
Cc1cc(=O)[nH]c2c3ccccc3nn12	-4	-6	99	-0.4	2	-1	1	-4	8	-1.2

High-throughput results (PubChem BioAssay)
